Screens deposited in PubChem BioAssay by National Center for Advancing Translational Sciences (NCATS).
Lipid storage S3: qHTS Assay for Lipid Storage Modulators in Drosophila S3 Cells. Drosophila S3 cells, BODIPY lipid droplet fluorescence, 18-24 h; cells fed with added oleic acid. Potency in µM for hits, for the others lipid storage change, negative = inhibition, % at the top dose, mostly 46.1 µM. 320,000 compounds, 0.64% hits; active means well fitted inhibition curve with a large enough effect in the signal ratio, with a control signal flat, not every such curve was filed as active; inconclusive means small, poorly fitted or top-dose-only effect, or effect the other way, or a change in a side signal; the % refers to the signal ratio
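Drosophila S3 cells loaded with oleic acid (400 uM, as added) and compounds at several concentrations; lipid droplets imaged by 488-nm laser-scanning cytometry, 500–530 nm intensity and object ratio to cell channel. Percent activity normalized to 20 uM Triacsin C.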
Lipid storage S3 cell count max: further read-out of Lipid storage S3, marked with its call; cell number change, %; measured here: cell count max response;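 cells counted by Cell Tracker Red CMTPX staining in the red channel; peak over a dose series mostly up to 46.1 µM; percent activity relative to internal control wells on each plate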
An asterisk follows results filed as active; i = inactive; u = inconclusive; x = not tested or not shown; [ ] = remark or other dose. On the % scale 0 is the no-effect control and ±100 the full control effect; potency means the concentration at half of the fitted maximal effect. Only part of the results is shown; the hit share may differ from the screen's.

SMILES	Lipid storage S3	Lipid storage S3 cell count max
Clc1ccc(-c2nnc3n2CCCCS3)cc1	-1.6%	-7.2
CCOC(=O)c1sc(NC(=O)C2CC(=O)N(c3ccc(OC)cc3)C2)nc1C (configuration not stated)	u	x
C=Cc1ccc(COC(=O)c2cn(CC)c3nc(C)ccc3c2=O)cc1	i	x
CCCCC(=O)Nc1nc(C)c(-c2csc(Nc3cc(OC)ccc3OC)n2)s1	u	x
COc1ccc(NC(=O)C(c2ccccn2)N(C(C)=O)c2ccc(C)cc2)cc1 (configuration not stated)	u	x
Cc1c2cnn(CC(=O)NCc3ccccn3)c(=O)c2c(C)n1Cc1ccc(Cl)cc1	u	x
COC(=O)/C=c1/s/c(=C(\C#N)C(=O)NCc2ccco2)n(-c2ccc(C)cc2)c1=O	10.6%	-4.8
O=C(NCC1CCCO1)c1cc(-c2ccccc2F)no1 (configuration not stated)	i	-11.8
COc1cc(CNCCN2CCOCC2)ccc1OCc1ccc(Cl)cc1Cl	u	x
COc1ccc(NC(=O)CCNS(=O)(=O)c2ccc3[nH]c(=O)oc3c2)cc1Cl	i	-3.8
Cc1ccccc1-c1nnn(CC(=O)N2CCN(C(=O)c3ccco3)CC2)n1	u	x
CN1OCC(S(=O)(=O)c2ccccc2)C1c1ccccc1 (configuration not stated)	u	x
CCCCn1c(N)c(N(CC(C)C)C(=O)C2CC(=O)N(Cc3ccco3)C2)c(=O)[nH]c1=O (configuration not stated)	i	x
CSc1ccccc1C(=O)NCCS(=O)(=O)N1CCN(c2ccc(F)cc2)CC1	15.4%	-6.7
O=C(CN1C(=O)S/C(=C\c2ccccc2F)C1=O)NC1CCS(=O)(=O)C1 (configuration not stated)	-4.8%	-4.2
CN(Cc1ccccc1)C(=O)c1nc2ccccn2c1CNCCn1cccn1	0.3%	-4.6
CC(=O)c1ccc2c(c1)C1C=CCC1C(c1ccncc1)N2 (configuration not stated)	2.8%	-14.8
Cc1ccc(C(=O)Nc2ccc(C(=O)/C=C/c3cccs3)cc2)cc1	u	x
Cc1cc(C=O)c(O)cc1O	u	x
CCN(CC)CCCNC(=O)c1ccc2c(SCC(=O)O)c3c(nc2c1)CCC3	u	x

Reprinted from the part before: 2 entries; new compounds follow.
SMILES	Lipid storage S3	Lipid storage S3 cell count max
Cc1cc(C=O)c(O)cc1O	u	x
CCN(CC)CCCNC(=O)c1ccc2c(SCC(=O)O)c3c(nc2c1)CCC3	u	x
CC1=C(C#N)C(=O)NC(=O)/C1=C/c1ccc(-c2ccc(S(N)(=O)=O)cc2)o1	1.7%	13.9
Cc1ccccc1C(=O)Nc1ccnn1C1CCN(Cc2cnn(C(C)C)c2)CC1	i	x
O=C(Nc1ccc(-c2cc3ccccc3oc2=O)c(Cl)c1)c1cccnc1	u	x
Cc1ccc(NCN2C(=O)C3CC=C(Cl)CC3C2=O)cc1 (configuration not stated)	u	x
COC(=O)CSc1nc2ncc(Cl)cc2[nH]1	u	x
CN(C)C(=O)c1cc(C(=O)c2ccc(F)cc2Cl)c[nH]1	6.4%	11.6
N/N=C/C(=N\Nc1ccc(Cl)cc1)C(=O)c1ccncc1	u	x
COc1ccc(CCNC(=O)c2ccc3c(c2)NC(=O)C(C(C)C)N3)cc1OC (configuration not stated)	i	-27.0
CCc1ccc(N2CSC3=C(C#N)C(c4cccs4)CC(=O)N3C2)cc1 (configuration not stated)	u	x
COc1ccc(CCn2c(N)c(C(=O)NCc3ccco3)c3nc4ccccc4nc32)cc1	u	x
CC(CCc1ccccc1)NC(=O)CN(C)Cc1ccc(F)cc1 (configuration not stated)	u	x
Cc1ccccc1OCCN1CCCC1	i	12.7
CCO[C@H]1OC(C(N)=O)=C[C@@H](c2ccccc2)[C@@H]1CCCO	-2.5%	6.4
O=C(CCS(=O)(=O)Cc1ccc(Cl)cc1)NCCc1ccccc1	-0.4%	-13.9
CCCCN(CCCC)C(=O)CCS(=O)(=O)c1ccc2c(c1)n(C)c(=O)c(=O)n2C	11.4%	-7.1
N#CC1=C(SCC(=O)c2ccc(Cl)cc2)NC2=C(C(=O)CCC2)C1c1ccco1 (configuration not stated)	u	x
Cn1cc(C(=O)NC2CCCCC2)c(=O)c2cc(S(=O)(=O)N3CCCC3)ccc21	u	x
CCOC(=O)CN(C(=O)CNC(=O)c1ccco1)C(C(=O)NC1CCCCC1)c1cccc(OC)c1 (configuration not stated)	u	x
Cc1nc2c(C)cccc2c2c1CCN2c1ccccc1F	u	x
C/C(CC(=O)Nc1cc(C)ccn1)=N\NC(=O)c1ccc(C(C)(C)C)cc1	u	x
CC1CC(C)(C)CC2(C1)NC(=O)N(CC(=O)NCC(c1ccco1)N1CCCCC1)C2=O (configuration not stated)	i	9.6
O=C(Nc1cccc(Cl)c1)NC1CC2CCC(C1)N2Cc1cccs1 (configuration not stated)	-0.9%	3.3
Cc1ccc2nc(SCC(=O)N3CCCC3)nc(=O)n2c1	u	x
Cc1nc(-c2cn[nH]c2)c2cc(C)oc2n1	u	x
CC(=O)Oc1ccc(S(=O)(=O)c2ccc(OC(C)=O)cc2)cc1	-6.4%	10.2
O=C(C1CC1)N1CCN=C1SCc1cccc(C(F)(F)F)c1	-0.3%	-12.6
Cn1nc(C(=O)NNC(=O)COc2ccccc2)c2ccccc2c1=O	u	x
Cc1cc2nc(-c3ccc(SCc4ccccc4C#N)nc3)[nH]c2cc1C	22.9%	x
Cc1ccc(C)c(N2CCN(C(=O)c3ccc(N4CCCC4=O)cc3)CC2)c1	u	x
Cc1ccccc1OCC(=O)N/N=C/c1ccncc1	u	x
Cc1ccc(-c2nnc(SC(C)C#N)n2N)cc1 (configuration not stated)	u	x
CCOC(=O)C[N+]1(C)CCN(C(C)=O)CC1	u	x
CC(C)(C)C1=NN(C(=O)c2ccccc2)C(O)(C(C)(C)C)C1 (configuration not stated)	u	x
O=C(CSc1n[nH]c(-c2ccco2)n1)Nc1ccccc1	i[0.0737 µM]	x
CC1=C(C(=O)Nc2cccc(C)c2C)C(c2cccs2)NC(=S)N1 (configuration not stated)	-0.9%	5.1
O=C(Nc1ccc(-c2ccc3nncn3n2)cc1)c1ccc(Br)o1	0.4%	13.3
COC(=O)[C@@]12CCCCN1[C@H](c1ccc(-c3cccc(Cl)c3)cc1)[C@H]1C(=O)N(C)C(=O)[C@H]12	-1.1%	-9.6
Cc1ccc(-c2nc(CS(=O)CC(=O)NC3CCCC(C)C3C)c(C)o2)cc1 (configuration not stated)	u	x
CCN(CC)S(=O)(=O)c1cccc(C(=O)OCC(=O)Nc2ccccc2OC(F)F)c1	i	x
Fc1ccccc1Cn1nnc2c(NCc3ccccn3)ncnc21	i	-12.1
C=CCSc1cc(C)nc2c(-c3ccc(Cl)cc3)c(C)nn12	u	x
CCNS(=O)(=O)c1ccc(CCC(=O)Nc2ccc3c(c2)OCCO3)cc1	u	x
O=c1[nH]ncn2cccc12	7.7%	-10.3
CC(=O)Nc1ccc(S(=O)(=O)NNC(=O)COc2cccc(C)c2)cc1	3.8%	x
C=CCN(C(=O)c1csnn1)C(C(=O)NCc1ccc(F)cc1)c1ccccc1F (configuration not stated)	u	x
CCCC(=O)Nc1nnc(-c2ccc3c(c2)OCO3)s1	4.4%	4.8
CC1(C)CCC(=O)N(c2ccc(OC(F)(F)F)cc2)C1=O	-4.4%	-0.9
CCCCNc1ncnc2c1cnn2-c1ccc(C)cc1C	u	x
COC(=O)c1cc(Br)c(=O)n(-c2ccccc2F)c1	0.3%	-17.0
CCCCN(C(=O)c1cc(S(=O)(=O)N2CCCCCC2)ccc1OC)c1ccccc1	u	x
CC1CCN(C(=O)CSc2nc3c(c(=O)n(C)c(=O)n3C)n2C)CC1	u	x
O=C(c1ccccc1)c1ccc(Oc2ccc(C(=O)O)c(C(=O)O)c2)cc1	i	16.4
Cc1nn(C)c(NC(=O)c2ccccc2Cl)c1Cl	i	-13.9
COc1cc(NC(=O)CC(C)S(=O)(=O)c2ccc3c(c2)NC(=O)CO3)cc(OC)c1OC (configuration not stated)	i	-13.5
COc1ccc(/C(N)=N/OC(=O)Oc2ccccc2)cc1OC	u	x
CCCC(=O)Oc1ccc(-c2nccc(C(OC)OC)n2)cc1	u	x
O=C(NN1C(=O)/C(=C\c2ccc(O)c([N+](=O)[O-])c2)SC1=S)c1ccccc1Cl	-10.6%	23.9
Cc1nc2ccccn2c1C(=O)CSc1ccccc1Cl	0.2%	x
O=C(Nc1ccc(O)c(-c2nc3ccccc3o2)c1)C1(c2ccc([N+](=O)[O-])cc2)CCCC1	-4.2%	-15.7
CN(CCOc1ccccc1)C(=O)c1cc([N+](=O)[O-])ccc1N1CCOCC1	i	x
Next structures follow:
SMILES	Lipid storage S3	Lipid storage S3 cell count max
CCN(c1ccc(OC)cc1)S(=O)(=O)c1nnc(NC(=O)CC(C)C)s1	u	x
O=C(O)C1CCCCC1C(=O)NCCc1ccc(Cl)cc1 (configuration not stated)	10.2%	1.5
C/C(=N/NC(=O)c1ccc2c(c1)OCO2)c1ccc(NC(=O)C(F)(F)F)cc1	11.0%	27.8
COc1ccc(/C=N/NC(=O)c2cccc([N+](=O)[O-])c2)c2ccccc12	u	x
Cc1ccc(C)c(N2CCN(C(=O)CCCOc3cc(=O)n(C)c4ccccc34)CC2)c1	u	x
COC(=O)Cc1nc2ccccc2[nH]1	12.4%	-15.1
CCOC(=O)C1=C(O)/C(=C/c2cc(C)n(-c3ccccc3)c2C)N=C1C	-20.6%	1.3
Cc1ccc(NC(=O)CCn2c(=S)oc3ccccc32)cc1F	11.4%	16.1
CC(C)c1ccc(NC(=O)C2C3C=CC4(CN(CCCN5CCOCC5)C(=O)C24)O3)cc1 (configuration not stated)	u	x
O=c1cnnc(N/N=C/C2CC=CCC2)[nH]1 (configuration not stated)	0.3%	7.7
COc1ccc([C@@H]2[C@@H]3C(=O)N(C(C)(C)C)C(=O)[C@@H]3[C@]3(Cc4ccccc4)C(=O)N(c4ccc(C)cc4)C(=O)N23)cc1	u	x
CC1(C)CC(=O)C2=C(C1)OC(c1ccc(O)cc1)C(C#N)=C2N (configuration not stated)	u	x
Cc1c(NC(=O)Nc2ccccc2Cl)c(=O)n(-c2ccccc2)n1C	-15.3%	-12.4
COc1ccc(-c2csc(CCn3nc(C)cc3C)n2)cc1OC	i	x
Cc1ccc(S(=O)(=O)N(CC(=O)NN=C2CCN(C)CC2)c2ccc(C(C)C)cc2)cc1	-6.9%	-16.3
CCOC(=O)N/N=C1\CCS(=O)(=O)c2ccc(Cl)cc21	u	x
Cc1occc1-c1nnc(SCC(=O)c2c(N)n(Cc3ccccc3)c(=O)n(C)c2=O)n1C	u	x
Cc1ccc(OCC2Cn3c(nc4c3c(=O)n(C)c(=O)n4C)O2)cc1 (configuration not stated)	-4.3%	x
Cc1ccc(NC(=O)COC(=O)c2cc(Cl)ccc2[N+](=O)[O-])cc1	20.0%	0.8
O=C(c1cc(-c2cccs2)on1)N1CCN(C(c2ccccc2)c2ccccc2)CC1	u	x

Complete entries as entered above. Values in the order: Lipid storage S3 | Lipid storage S3 cell count max
Results for COc1ccc([C@@H]2[C@@H]3C(=O)N(C(C)(C)C)C(=O)[C@@H]3[C@]3(Cc4ccccc4)C(=O)N(c4ccc(C)cc4)C(=O)N23)cc1 → u | x
Results for CCOC(=O)C1=C(O)/C(=C/c2cc(C)n(-c3ccccc3)c2C)N=C1C → -20.6% | 1.3
Results for Cc1ccc(S(=O)(=O)N(CC(=O)NN=C2CCN(C)CC2)c2ccc(C(C)C)cc2)cc1 → -6.9% | -16.3

(listing goes on)
SMILES	Lipid storage S3	Lipid storage S3 cell count max
Oc1ccc(O)c(/C(=N/Nc2ccccc2)c2ccccc2)c1	i	-18.4
COc1cc(C(=O)NCc2nnc(SCC(=O)Nc3nccs3)o2)cc(OC)c1OC	u	x
CCCCNC(=O)COC(=O)c1cc2c(C)nn(-c3ccccc3)c2s1	18.3%	12.6
O=Cc1ccc(N2CCCC2)o1	4.1%	-3.1
Cc1ccc(S(=O)(=O)Oc2ccc(/C=C3\N=C(c4cccc(C)c4)OC3=O)cc2)cc1	i	6.7
CC(=O)SCC[N+](C)(C)C	2.4%	-7.5
Cc1nnc(Sc2nc3ccccc3o2)c2ccccc12	u	x
O=S(=O)(NCc1ccccc1)c1cccc2nsnc12	8.9%	3.6
O=C(Nc1ccc(N2CCOCC2)cc1N1CCOCC1)c1ncoc1-c1cccc(F)c1	u	x
CCOc1ncc(S(=O)(=O)N2CCN(CC)CC2)cc1C(=O)O	u	x
C/C(=N\NS(=O)(=O)c1ccc(C)c([N+](=O)[O-])c1)c1ccc2c(c1)OCO2	-6.2%	13.0
Cc1cccc(C)c1NC(=O)CCCn1nc(C)c2c(C)n(-c3ccccc3)nc2c1=O	u	x
NC(=S)N/N=C/c1cccc(O)c1O	u	x
CC(CCc1ccccc1)OS(N)(=O)=O (configuration not stated)	u	x
COc1cccc(N2CC(C(=O)Nc3nnc(SCCC4OCCO4)s3)CC2=O)c1 (configuration not stated)	u	x
NC(=O)N/N=C/c1ccc2cccc(OCc3ccccc3)c2n1	u	x

Reprinted at random: 7 compounds from above, in no set order.
SMILES	Lipid storage S3	Lipid storage S3 cell count max
NC(=S)N/N=C/c1cccc(O)c1O	u	x
CC(=O)SCC[N+](C)(C)C	2.4%	-7.5
NC(=O)N/N=C/c1ccc2cccc(OCc3ccccc3)c2n1	u	x
Cc1cccc(C)c1NC(=O)CCCn1nc(C)c2c(C)n(-c3ccccc3)nc2c1=O	u	x
Oc1ccc(O)c(/C(=N/Nc2ccccc2)c2ccccc2)c1	i	-18.4
COc1cc(C(=O)NCc2nnc(SCC(=O)Nc3nccs3)o2)cc(OC)c1OC	u	x
O=Cc1ccc(N2CCCC2)o1	4.1%	-3.1
